PKA-R1A act: activators of PKA-R1A holoenzyme, primary screen, biochemical, fluorescence polarization, Cy5-IP20, bovine R1A, mouse PKAc | cAMP-dependent protein kinase type I-alpha regulatory subunit (Bos taurus) + … | PKA-R1A dissociation; scaled: DMSO 0%, 113 µM cGMP 100% | activation, % at 11.4 µM | actives 0.083% (n = 340,000) | AID 504707, 2011;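 active = percent activation above the mean of all tested compounds plus 3 SD, cut at about 19% in these data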;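 note: higher means more PKAc released from R1A so a rise in polarization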
Mot1-301 SUMO: yeast Mot1-301 growth rescue at high temperature, primary screen, SUMOylation pathway inhibitor project, S. cerevisiae, ATP luminescence, 38.5C; S. cerevisiae Mot1-301 growth rescue; percent above DMSO median, 100 means doubled; growth rescue, % at 18.8 µM; actives 1% (n = 320,000); AID 2716, 2010;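 active = every valid replicate shows activation above 250% relative to neutral control wells; inactive = the rest, any valid replicate at or below 250%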;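 note: OY570 slx delta 5 strain wells were the positive control but not used for scaling; some compounds called inactive have numbers as strong as hits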
Ecoli viability: E. coli V3065 growth inhibition, primary screen, counter-screen for AddAB inhibitor project, absorbance, OD600. 18 h. inhibition, % at 11.9 µM. actives 0.27% (n = 330,000). AID 449728, 2010;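 active = inhibition above the campaign's mean inhibition across all tested compounds plus 3 SD, cut at about 9.9% in these data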;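 note: uninfected addAB+ strain grown without phage in ampicillin broth; 0% = DMSO wells and 100% = ciprofloxacin 0.95 µg/ml wells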
Tat transport: E. coli Tat export inhibitors, primary screen, MC4100, TorA-mCherry reporter, fluorescence, single point. inhibition, % at 10 µM. actives 0.036% (n = 340,000);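 active = mean replicate inhibition at least 50% and at least half of replicates individually reaching 50%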;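 note: exported cargo escapes ClpAP degradation while cytoplasmic cargo is degraded and loses fluorescence; 0% = median of neutral control wells and 100% = median of NaSCN control wells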
PfHsp90 yeast 2: growth inhibition of PfHsp90-expressing yeast, primary screen, antimalarial PfHsp90 inhibitor project, S. cerevisiae, BacTiter-Glo luminescence, single point, set 2. AID 504621, 2011. inhibition, % at 9.4 µM. actives 0.32% (n = 310,000). BacTiter-Glo ATP, 48 h; yeast lacking PDR1 and PDR3 efflux regulators;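 active = every replicate shows inhibition above about 80%, whatever the replicate mean, limit read from the data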;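 note: 0% = DMSO neutral controls and 100% = 20 µM radicicol positive controls; yeast relying on Plasmodium falciparum Hsp90 in place of its own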
OPRM1-OPRD1 inv: inverse agonists of MOR-DOR heterodimerization, primary screen, cell-based, luminescence; cell-based MOR-DOR heterodimer luminescence, inverse agonism; Mu-type opioid receptor (Homo sapiens) + Delta-type opioid receptor (Homo sapiens), …; AID 504357, 2011; actives 0.21% (n = 340,000); inhibition, % at 9.3 µM; in the data active = inhibition above about 22%, passing the limit was not always enough;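 note: 0% = cells with DMSO and 100% = wells without cells with DMSO; values of inactives mirror those of a sister screen read the other way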
Target sequence (P35372 whole entry, looked up): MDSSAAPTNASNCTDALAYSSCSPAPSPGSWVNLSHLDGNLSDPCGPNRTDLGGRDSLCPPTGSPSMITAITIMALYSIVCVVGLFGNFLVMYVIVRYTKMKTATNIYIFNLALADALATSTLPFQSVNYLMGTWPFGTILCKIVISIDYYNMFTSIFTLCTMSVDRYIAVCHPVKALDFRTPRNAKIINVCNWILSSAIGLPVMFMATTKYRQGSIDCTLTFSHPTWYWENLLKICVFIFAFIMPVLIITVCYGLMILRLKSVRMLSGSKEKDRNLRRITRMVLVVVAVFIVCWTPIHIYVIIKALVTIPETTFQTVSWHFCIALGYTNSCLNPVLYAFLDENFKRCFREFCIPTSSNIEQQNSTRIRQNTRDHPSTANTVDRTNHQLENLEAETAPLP
Target sequence (P41143 whole entry, looked up): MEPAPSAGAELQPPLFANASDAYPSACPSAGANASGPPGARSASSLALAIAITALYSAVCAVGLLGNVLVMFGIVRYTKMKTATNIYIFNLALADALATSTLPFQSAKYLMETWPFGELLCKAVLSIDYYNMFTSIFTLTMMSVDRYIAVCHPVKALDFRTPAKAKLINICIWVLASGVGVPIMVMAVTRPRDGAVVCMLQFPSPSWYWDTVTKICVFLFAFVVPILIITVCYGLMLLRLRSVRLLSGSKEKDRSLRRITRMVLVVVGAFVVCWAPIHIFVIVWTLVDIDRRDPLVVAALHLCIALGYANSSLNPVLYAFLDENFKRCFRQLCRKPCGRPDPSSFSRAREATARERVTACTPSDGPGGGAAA
Arrestin-AP2 inh: inhibitors of beta-arrestin/AP2 binding, primary screen, biochemical, GPCR trafficking, flow cytometry | FITC-arrestin peptide / GST-AP2 beads; AP2 beta2 appendage carries R879A mutation | inhibition, % at 10 µM | actives 0.31% (n = 340,000) | AID 504490, 2011;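 active = inhibition above a set limit, near 3 SD of compounds lacking own fluorescence, cut at about 54% in these data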;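 note: plate controls were DMSO wells for no effect and 5 µM unlabelled arrestin peptide for full effect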
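Material – AP2 appendage R879A on GSH beads · Buffer or medium – PBS with 0.05% Tween 20 and 0.1% BSA · Probe or stimulus – fluorescein-tagged arrestin peptide at 50 nM final · Incubation – compound with beads 12 min RT, then probe 1 h RT · Detection – high-throughput flow cytometry of beads, ex 488, em 535 nm · Evaluation – percent response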
OPRM1-OPRD1 ag: agonists of OPRM1-OPRD1 heterodimerization, primary screen, cell-based, luminescence | Mu-type opioid receptor (Homo sapiens) + Delta-type opioid receptor (Homo sapiens), … | cells | activation, % at 9.3 µM | actives 0.3% (n = 340,000) | AID 504326, 2011; in the data active = activation above about 18%;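 note: 0% = vehicle-treated cells and 100% = reference agonist; values of inactives mirror those of a sister screen read the other way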
DSG3 Ab inh: inhibitors of pemphigus antibody binding to DSG3, primary screen, biochemical, bead-based, flow cytometry, scFv-GFP; actives 0.48% (n = 310,000); AID 588358, 2011; DSG3-coupled beads, scFv-anti-DSG3-GFP binding; stronger effect = lower value; binding (percent of control), % at 10 µM; Desmoglein-3 (Homo sapiens), P32926;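 active = binding more than 3 SD below its plate's average and above zero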;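 note: hits lower antibody fragment binding to DSG3; some compounds called inactive have numbers as strong as hits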
phage Ecoli inh: growth loss of phage-infected E. coli, primary screen, RecBCD inhibitor project, absorbance, with phage, HTS. actives 0.26% (n = 360,000). inhibition, % at 11.9 µM. AID 651602, 2012; in the data active = inhibition above about 11%
AddAB inh: growth inhibition of E. coli expressing H. pylori AddAB, primary screen, AddAB inhibitor project, absorbance; inhibition, % at 11.9 µM; actives 0.29% (n = 330,000); AID 435030, 2010; in the data active = inhibition above about 12%;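 note: 0% = vehicle wells of infected cells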
The depositor's hits bear a star; i = inactive; / = not tested or not shown.

structure	PfHsp90 yeast 2	OPRM1-OPRD1 inv	phage Ecoli inh	Ecoli viability	Tat transport	PKA-R1A act	DSG3 Ab inh	Mot1-301 SUMO	Arrestin-AP2 inh	OPRM1-OPRD1 ag	AddAB inh
CCn1cc(C(=O)NCCCN2CCC(C)CC2)c2cc(OC)c(OC)cc2c1=O	4	-4	1.0	0.8	-8	-5	105	21	25	0.9	1.2
O=C(c1cccc([N+](=O)[O-])c1)N1CCN(C/C=C/c2ccccc2)CC1	-3	17	3.2	0.9	2	-1	115	-11	-5	-3.2	-0.6
CCN(c1cccc2ccccc12)S(=O)(=O)c1cccs1	-11	-41	0.4	-1.0	9	-2	113	246	30	10	2.3
Cc1cc(S(=O)(=O)NCCCn2ccnc2)c(C)cc1Cl	-1	17	2.7	-3.2	2	1	100	133	21	-3.6	1.1
S=C(N/N=C/c1cccc2ccccc12)Nc1cccc(Cl)c1	-2	-1	2.9	-1.6	-1	0	91	0	4	0.2	0.8
CCOc1ccccc1CN1CCNC(=O)C1CC(=O)N(C)CCc1cnn(C)c1 (centres undefined)	37	15	-2.0	-2.1	1	1	98	46	-8	-3.0	4.9
C/C(=N\NC(=O)C1(C)CC1(Br)Br)c1cccc(NC(=O)C(C)(C)C)c1 (centres undefined)	19	10	2.8	-1.6	-8	-6	94	-11	-6	-1.7	-0.4
CCCOC(=O)c1c(NC(=O)/C=C/c2cnn(C)c2C)sc(C(=O)OCC)c1C	-1	7	1.2	-4.7	1	-1	101	212	-10	-1.4	-1.0
CCC(=O)Nc1nnc(SCc2ccc(F)cc2)s1	-1	16	1.0	-0.3	-1	-7	103	i	3	-3.9	2.1
O=C(OCC(=O)N(CCc1ccccc1)Cc1ccccc1)c1ccccc1O	-14	-19	-0.4	0.7	4	-14	106	-8	-4	2.9	2.9
CN(C)CCNC(=O)c1cccc(S(=O)(=O)Nc2ccccc2F)c1	-4	5	1.9	0.2	-1	-7	100	-4	-1	-1.0	0.8
CCCc1[nH]n(-c2ccc([N+](=O)[O-])cc2)c(=O)c1C=NCCc1ccc(OC)c(OC)c1	-23	0	3.2	1.9	-6	-9	97	-14	-12	0.0	0.9
O=C(NCc1ccco1)c1nc2c(nnn2Cc2cccc(Cl)c2)c(=O)[nH]1	19	1	1.7	-3.2	6	1	116	364	-4	-0.2	-1.3
O=C1CC(c2ccc3c(c2)OCO3)C2=C(CCCC2=O)N1 (centres undefined)	16	2	0.9	-1.1	0	2	100	1	-8	-0.3	0.8
O=C(Cc1n[nH]c(=O)c2ccccc12)NCc1ccccc1	36	/	6.0	-1.5	-13	/	103	24	-2	/	1.5
CCOC(=O)c1c(C)[nH]c(C)c1C(=O)CSc1nnc(-c2ccc(OC(F)F)cc2)o1	2	-24	2.8	1.7	3	-8	79	-9	8	4.2	1.6
O=C(Nc1ccccc1O)c1ccccc1O	4	11	9.2	13*	2	-11	94	6	5	-2.2	24*
COc1ccc(/C=N/NC(=O)c2cccnc2)cc1CN1CCc2ccccc2C1	/	/	1.5	0.4	/	/	116	-2	24	/	-0.1
Cc1ccc(S(=O)(=O)N2CCOCC2)cc1C(=O)Nc1ccccc1N1CCCC1	8	7	5.3	-0.2	1	-11	108	-4	-8	-1.2	0.2
CN1CCN(C(CNS(=O)(=O)c2ccc([N+](=O)[O-])cc2)c2ccc(F)cc2)CC1 (centres undefined)	8	-8	2.7	0.8	13	-10	102	-10	-9	1.2	1.6
COc1cc(C(=O)Nc2cccc3ncccc23)cc(OC)c1OC	-7	2	3.4	0.4	-21	2	/	-4	-8	-0.6	3.5
Cc1onc(-c2ccccc2Cl)c1C(=O)OCc1cnc(Cl)s1	-64	4	4.1	-0.5	6	-10	113	-5	10	-0.8	1.7
COc1ccc([N+](=O)[O-])cc1NC(=O)c1ccc(Br)s1	26	20	-0.3	-2.8	0	-1	/	-20	16	-4.3	-0.3
CC(=O)NC(=S)Nc1ccccc1N1CCN(C(=O)c2ccccc2)CC1	-16	9	3.4	1.9	-13	-12	93	624	-4	-1.6	2.1
Cc1ccc(C2Nc3cccc4cccc(c34)N2)cc1	4	-2	3.7	-2.1	-1	1	110	-18	23	0.3	4.8
Cc1ccc(NCc2nnc(SCC(=O)Nc3ccccc3)n2CC2CCCO2)c(C)c1 (centres undefined)	-5	8	1.5	-2.3	35	-14	105	5	0	-1.5	2.7
Cc1cccn2cc(-c3ccc4c(c3)NC(=O)CO4)nc12	-3	-6	1.5	-1.7	-6	-1	102	89	30	1.0	1.1
COC(=O)C1=C(C(=O)OC)[C@@H]2N(C)c3ccccc3[C@@]23C[C@@H](C(=O)OC)N(C(=O)COCc2ccccc2)C3=N1	5	-7	/	-2.2	2	-12	98	100	12	1.2	1.1
COc1ccc(N(CC(=O)Nc2ccc(C)cc2C)S(=O)(=O)c2c(C)n[nH]c2C)cc1	-10	10	0.6	0.0	5	7	/	-18	11	-1.8	4.0
Cc1cc(NC(=O)c2cccc(F)c2)ncc1NC(=O)c1ccco1	14	6	3.8	-0.5	-2	-6	/	0	4	-1.0	1.4
CCn1c(SCC(=O)Nc2ccc(NC(C)=O)cc2)nnc1C1CC1	17	9	0.9	0.2	4	2	99	4	7	-1.6	0.4
COc1ccccc1NC(=O)C(=O)Nc1ccccn1	5	17	3.0	-3.2	6	3	121	75	2	-3.6	-3.0
O=C(CNCc1ccc(Cl)cc1)NCc1ccco1	-1	-4	2.6	0.0	2	-1	96	-11	2	0.6	-1.3
Nn1c(Cc2cccc3ccccc23)nnc1SCC(=O)N1CC(=O)Nc2ccccc21	3	-11	2.3	-2.0	-2	-1	112	-3	6	1.9	1.4
CN(C)CCNc1ncnc2c1cnn2-c1ccc(Cl)cc1	1	16	-0.6	1.2	6	-5	105	0	5	-3.1	0.6
O=C(NCCN1CCCC1)c1ccc(Cl)cc1Cl	-14	2	0.4	-1.4	-6	4	98	150	18	-0.4	-1.8
O=C(NC1CCS(=O)(=O)C1)c1ccc(S(=O)(=O)N2CCCCC2)cc1 (centres undefined)	-1	2	1.7	2.9	6	-10	106	i	18	-0.4	1.6
O=C(Oc1cccc(F)c1)c1ccc2c(=O)n3c(nc2c1)CCC3	9	10	1.2	0.1	0	-5	127	12	-3	-1.8	1.9
CCOC(=O)N1CCC(NC(=O)C2CCN(C(=O)c3cc4sccc4n3CC)CC2)CC1	13	4	2.9	-0.6	-5	-7	100	-16	2	-0.8	0.3
CCOP(=O)(OCC)c1ccc2ccc3ccccc3c(=O)c2c1	-5	-5	3.3	-0.2	3	-7	107	-3	6	0.8	3.8
COc1ccc(CSc2n[nH]c(C)n2)cc1[N+](=O)[O-]	16	12	1.1	-1.9	4	4	102	-6	-17	-2.1	3.9
CCc1ccccc1N(CC(=O)NCCc1ccccc1)C(=O)CCC(=O)Nc1ccccn1	-2	15	0.9	0.6	6	-3	100	2	-4	-2.9	1.5
O=c1[nH]c(N2CCCCC2)nc2ncn(Cc3ccccc3)c12	-1	15	0.4	4.6	-6	2	89	54	-7	-2.9	3.7
CCC(C)c1ccc(NC(=O)C2CCCN(c3ncccn3)C2)cc1 (centres undefined)	-26	-21	2.6	-0.1	2	-16	100	-1	-3	4.7	6.3
COc1ccc(CCNC(=O)[C@H](CCSC)NC(=O)N2CCn3c2nc2ccccc23)cc1OC	2	/	-0.5	-0.7	-3	0	90	4	-10	/	1.5
CCn1c2ccccc2c2cc(NC(=O)CSc3nnc(-c4cccc(Cl)c4)o3)ccc21	-12	8	1.6	4.2	-4	2	97	27	15	-1.7	1.7
c1ccc(OCCCc2nc(-c3cccnc3)no2)cc1	2	0	0.2	4.0	3	-2	101	456*	-2	-0.1	0.5
CN(C)CCn1c(NC(=O)c2ccc(Cl)cc2)nc2ccccc21	-12	/	-1.1	-5.4	3	-1	104	15	-5	/	-1.2
Cc1ccccc1NC(=O)Cc1nc(COC(=O)c2cc([N+](=O)[O-])ccc2NCCO)cs1	12	21	-3.3	-0.2	0	-5	99	-12	22	-4.4	1.0

Bioassay records: PubChem, several laboratories
